Screens from PubChem.
LDHA inh = qHTS assay for inhibitors of human lactate dehydrogenase; L-lactate dehydrogenase A chain (Homo sapiens), P00338; purified LDHA, NADH/diaphorase-resazurin fluorescence; hits give low values; activity change, % (values are at about 110 or 230 µM); hit rate 0.15% among 480,000; in the data active = activity change below about -30%;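 note: plate controls were DMSO wells for no effect and wells without enzyme for full effect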
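Human LDH5 at 2 nM final in Tris HCl pH 7.4 with 0.06 mM NADH and 0.2 mM pyruvate, reacted 5 minutes at room temperature. Remaining NADH coupled via diaphorase/resazurin; resorufin fluorescence read at 0 and 20 minutes, normalized to enzyme-free and DMSO wells.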
An asterisk follows results filed as active. The list is partial (hit frequency here may not be typical).

SMILES	LDHA inh
CCSc1nc2c(c(=O)[nH]1)C(c1ccc(O)c(OC)c1)C1=C(CCCC1=O)N2 (centres undefined)	15
Cc1cc(C)c2cc(C(=O)OCc3ccc(C(=O)N4CCCC4)cc3)[nH]c2c1	-1
Cc1ccc(Nc2cc(C(=O)N3CCOCC3)c3ccccc3n2)cc1C	2
CN(Cc1ccc(C(F)(F)F)cc1)C(=O)CCc1c[nH]c2ccccc12	6
CCOC(=O)C(N)c1c(C)cc(C)cc1C (centres undefined)	0
COc1ccc(S(=O)(=O)NCC(=O)O)c2ccccc12	50
N#Cc1cccnc1NCc1cccc(NC(=O)c2ccncc2)c1	8
c1ccc(CNC2(c3nnnn3-c3ccccc3)CCCC2)cc1	-6
CCc1c(C)sc(NC(=O)CCl)c1C#N	-18
O=C(CSc1ccccn1)c1ccc(C2CC2(Cl)Cl)cc1 (centres undefined)	0
Cn1c(=O)c2c(nc(Cl)n2CC(=O)N(C2CCCC2)C2CCS(=O)(=O)C2)n(C)c1=O (centres undefined)	5
CCOCCCNC(=O)C(CC)c1ccccc1 (centres undefined)	6
COC(=O)c1ccc(C2C(C(C)=O)C(=O)CC(C)(O)C2C(C)=O)cc1 (centres undefined)	-3
CCn1c(CNC(C)c2ccc(F)c(F)c2)nc2cc(S(=O)(=O)N3CCOCC3)ccc21 (centres undefined)	-2
N#Cc1nc(COc2ccc(Cl)cc2)oc1NCc1ccc(F)cc1	-4
Cc1cc(N2C(=O)C(O)=C(C(=O)c3cc4ccccc4o3)C2c2ccc(F)cc2)no1 (centres undefined)	22
COC(=O)c1ccc(OCC(=O)c2ccc3c(c2)OCCO3)cc1	-2
CNC(=O)NC(=O)C(C)n1nc(C(=O)O)c2ccccc2c1=O (centres undefined)	3
COC(=O)c1ccc(/C=C2\NC(=S)N(C)C2=O)cc1	-2
Cc1c(Cl)cccc1Nc1nc(N)c(C(=O)C(C)C)s1	-2
O=C(c1n[nH]c(=O)c2ccccc12)N1CCN(CC(F)(F)F)CC1	0
CC(C)OC(=O)c1ccc2cc(C(=O)OC(C)C)ccc2c1	-4
Cc1ccc(Cl)cc1NC(=O)N[C@H](C)C(=O)O	0
Cc1cc2c(C)c(C)[nH]c2cc1Br	4
CCOC(=O)COc1cc(OCc2ccccc2)c2c(=O)cc(-c3ccccc3)oc2c1	-10
The list goes on.
SMILES	LDHA inh
CN(C)S(=O)(=O)c1cccc(C(=O)OCc2nc3ccccc3o2)c1	-9
CC1Oc2ccccc2C=C1/C=C1\Oc2cc(OCC(=O)OC(C)(C)C)ccc2C1=O (centres undefined)	6
CCCCCCN1CCN(C2CN(Cc3cn(Cc4cc(C)cc(C)c4)nn3)S(=O)(=O)C2)CC1 (centres undefined)	1
CCN(Cc1ccc(OC)c(F)c1)C(=O)Cn1cnc2c(cnn2C)c1=O	-16
O=C(O)CNS(=O)(=O)c1ccc(Br)cc1Cl	1
O=C1CSc2ccc(C(=O)OCC(=O)c3c[nH]c4ccccc34)cc2N1	0
Cc1cc2nc(COC(=O)c3cccc(NC(=O)c4ccc(C(C)(C)C)cc4)c3C)cc(=O)n2o1	9
N#Cc1nc(-c2cccs2)oc1N1CCN(C(=O)c2ccccc2)CC1	-5
Cc1ccc(S(=O)(=O)N2CCN(CCS(=O)(=O)CCC(N)=O)CC2)cc1	-2
Cc1cccc(OCc2nc(C#N)c(NC(C)c3ccccc3)o2)c1 (centres undefined)	3
c1ccc2c(-c3csc(NC4CCCC4)n3)c[nH]c2c1	9
Cc1cc(C)cc(N2CC(c3nc(-c4ccccc4)no3)CC2=O)c1 (centres undefined)	10
CCNC(=O)c1cc2c(c(-c3cccc(-c4ccccc4F)c3)n1)[C@H](CCO)N(C(=O)CC)C2	-1
Cc1ccc(C)c(C(C)NC(=O)Nc2ccccc2Br)c1 (centres undefined)	10
Cn1c(=O)[nH]c(=O)c2c1nc(SCC(=O)Nc1ccccc1)n2Cc1ccccc1Cl	2
O=C(CSc1nnc2c(=O)n(-c3ccccc3)ccn12)N1CCN(c2ccccc2F)CC1	3
COc1ccc2nc(NS(=O)(=O)c3ccc(Cl)cc3)c(Nc3ccc(C)cc3)nc2c1	-1
COc1ccc(-c2nc(N(C)Cc3ccco3)c3ccccc3n2)cc1	2
CC(=O)OCC1OC(Oc2ccc(C(=O)Cc3ccc4c(c3)OCCO4)c(O)c2)C(OC(C)=O)C(OC(C)=O)C1OC(C)=O (centres undefined)	13
CSc1ccccc1C(=O)OCC(=O)NCc1cccs1	-4
CCOC(=O)c1c(NC(=O)C(C)C)sc(Cc2ccc3c(c2)OCO3)c1C	4
Cc1cc(C)cc(C(=O)NCC(=O)N2CCCC2c2ccccc2)c1 (centres undefined)	-17
COc1cc(=O)n(-c2ccc(C)cc2)nc1C(=O)NCc1ccc(C)cc1	-4
O=C(Cc1ccc(Br)cc1)NC1CCC(c2ccccc2)CC1 (centres undefined)	11
O=Cc1cccn1-c1cccc(Cl)c1Cl	5

Reformatted: three of the compounds above.
compound,LDHA inh
CSc1ccccc1C(=O)OCC(=O)NCc1cccs1,-4
CCOC(=O)c1c(NC(=O)C(C)C)sc(Cc2ccc3c(c2)OCO3)c1C,4
Cc1cc(C)cc(C(=O)NCC(=O)N2CCCC2c2ccccc2)c1 (centres undefined),-17

Single entries from above:
Value of CCNC(=O)c1cc2c(c(-c3cccc(-c4ccccc4F)c3)n1)[C@H](CCO)N(C(=O)CC)C2 in LDHA inh: -1
Value of COc1ccc(-c2nc(N(C)Cc3ccco3)c3ccccc3n2)cc1 in LDHA inh: 2
Value of Cc1cc(C)cc(C(=O)NCC(=O)N2CCCC2c2ccccc2)c1 (centres undefined) in LDHA inh: -17
Value of CC1Oc2ccccc2C=C1/C=C1\Oc2cc(OCC(=O)OC(C)(C)C)ccc2C1=O (centres undefined) in LDHA inh: 6
Value of c1ccc2c(-c3csc(NC4CCCC4)n3)c[nH]c2c1 in LDHA inh: 9
Value of N#Cc1nc(-c2cccs2)oc1N1CCN(C(=O)c2ccccc2)CC1 in LDHA inh: -5
Value of COc1cc(=O)n(-c2ccc(C)cc2)nc1C(=O)NCc1ccc(C)cc1 in LDHA inh: -4

The results go on.
SMILES	LDHA inh
COc1ccc(C(=O)/C=C/c2ccc(SC)cc2)cc1	8
O=S1(=O)N[C@H](Cc2ccccc2)COc2cccc(N3CCC[C@@H]3CO)c21	1
Cc1c(Cl)cccc1NC(=O)C1CCCN(C(=O)Cc2cccc3ccccc23)C1 (centres undefined)	1
O=C(NC1CCCC1)C(C1CC1)n1c(C2CCCC2)nc2ccccc21 (centres undefined)	-6
NC(=S)N/N=C/C(Cl)=C/c1ccc([N+](=O)[O-])cc1	2
Cc1ccc(CCNC(=O)c2noc(C)c2Cn2nc(C)cc2C)cc1	-8
N#C/C(=C\c1ccc(-c2cccc(C(F)(F)F)c2)o1)c1nc2ccccc2[nH]1	5
Cc1cc2c(s1)c1cnn(Cc3c(F)c(F)cc(F)c3F)c(=O)c1n2C	-1
CCCCC[C@H](C)N1C[C@@H](COCc2ccccc2)Oc2cc(N3CCC[C@H]3CO)ccc2S1(=O)=O	-4
CCOc1ccc(-c2cc(C(=O)O)c3cc(C)cc(C)c3n2)cc1	6
Fc1ccc(OCc2ncc(-c3ccccc3)o2)c(Br)c1	14
Clc1cccc(N/N=C/C(Br)=C/c2ccccc2)c1	7
CN(CC(=O)Nc1cccc(F)c1)C(=O)CCc1ncc(-c2ccccc2Cl)o1	-6
Cc1occc1-c1nnc(SCC(=O)N(Cc2ccccc2)c2ccccc2)o1	4
CN(C(=O)c1ccc(N)cc1)C1CCCCC1	-13
CC(=O)C1=C(OC(=O)c2ccccc2)c2ccccc2S(=O)(=O)N1C(C)C	6
O=S(=O)(Nc1nc2ccccc2nc1Nc1ccc2c(c1)OCCO2)c1ccc(Cl)cc1	1
Cc1ccc(SCCC(=O)Nc2c(C)nn(C)c2C)cc1C	4
O=C(Nc1cc2cccc([N+](=O)[O-])c2oc1=O)c1ccc(F)cc1	7
CSc1ccc(/C=N/N=C(c2ccccc2)c2ccccc2)cc1	0
CCC(C)(C(=O)NC1CCCCC1)N(Cc1cccs1)C(=O)c1ccc2c(c1)OCO2 (centres undefined)	0
CN(C)S(=O)(=O)c1ccc(Cl)c(C(=O)Nc2cc(Cl)cc3cccnc23)c1	31
COc1ccc(C(=O)OCC(=O)NCc2ccco2)c(OC)c1	-1
O=C(/C(C=Nc1ccccc1F)=C(/O)c1ccco1)C(F)(F)F	5
CC(C)n1nnnc1C1c2ccccc2C(=O)N1CCCN1CCOCC1 (centres undefined)	3
The list continues:
SMILES	LDHA inh
CC(NC(=O)C(C)NC(=O)CNC(=O)OCc1ccccc1)C(=O)O (centres undefined)	-1
CN1CCN(c2nc3ccccc3nc2C(C#N)C(=O)NCc2ccccc2)CC1 (centres undefined)	-4
CCOC(=O)CSCc1cccc(Cl)c1	-2
CCOC(=O)C(N/C=C(/C#N)c1cccc(F)c1)C(=O)OCC	7
N#Cc1ccc(S(=O)(=O)N2CCC(C(=O)N3CCCC3c3ccc4c(c3)OCCO4)CC2)cc1 (centres undefined)	-6
Cc1ccc(-c2nc(CNS(=O)(=O)c3ccc(C)cc3)c(C)o2)cc1	1
COC(=O)c1cc(NCc2cccc3ccccc23)ccc1N1CCOCC1	19
COc1c(C)cnc(CN2CCN(C(C(=O)O)c3c[nH]c4ccccc34)CC2)c1C (centres undefined)	1
CCS(=O)c1ccccc1C(=O)NCc1ccc(C)cc1 (centres undefined)	16
COc1ccc2c(C)c(CC(=O)N3CCCC3)c(=O)oc2c1OC	1
O=c1oc2ccccc2c(N2CCN(c3cccc(C(F)(F)F)c3)CC2)c1CN1CCCC1	-5
CC(C)CN1CCN(c2nc3c(c(=O)[nH]c(=O)n3C)n2CCc2ccccc2)CC1	2
Cc1ccc2[nH]c(C(=O)NCc3cccs3)cc2c1	19
COc1ccc(C2C3=C(CCCC3=O)Nc3ccccc3N2C(=O)c2ccccc2)cc1OC (centres undefined)	-8
N#Cc1c(NCCO)nc(-c2ccco2)c2c1CCCC2	14
CC(C)(C)c1ccc(C(CC(=O)O)NC(=O)Cc2ccc(F)cc2)cc1 (centres undefined)	-7
Cc1ccc(C)c(N2CCN(C(=O)c3ccc4c(c3)nc3n4CCCCC3)CC2)c1	1
Cc1ccc(NC(=O)c2cc(Cl)ccc2F)cc1	8
O=C(c1ccc(C(F)(F)F)cc1)N1CCN(C2CC2)CC1	8
Cc1cc(C)nc(SCc2nc3ccc(Cl)cn3c2Br)n1	5
COc1ccc(/C=C/C(=O)Oc2cccc(C)c2)cc1	4
CC(=O)c1sc(=S)n(C)c1C	-23
O=C(c1cc(-c2ccc3c(c2)OCCO3)nc2ccccc12)N1CCOCC1	-5
CCN(CC)CC12CC3CCC(CC(C3)C1)C2	1
O=C1CN(C(=O)Cn2c(-c3ccccc3)cc3ccccc32)CCN1	3

Ordered by number of heavy atoms (largest number first): part of the list above
SMILES	LDHA inh
CCCCCCN1CCN(C2CN(Cc3cn(Cc4cc(C)cc(C)c4)nn3)S(=O)(=O)C2)CC1 (centres undefined)	1
O=C(CSc1nnc2c(=O)n(-c3ccccc3)ccn12)N1CCN(c2ccccc2F)CC1	3
CC(=O)C1=C(OC(=O)c2ccccc2)c2ccccc2S(=O)(=O)N1C(C)C	6
CCOc1ccc(-c2cc(C(=O)O)c3cc(C)cc(C)c3n2)cc1	6
NC(=S)N/N=C/C(Cl)=C/c1ccc([N+](=O)[O-])cc1	2
CCN(CC)CC12CC3CCC(CC(C3)C1)C2	1

More structures:
SMILES	LDHA inh
Cn1nc(C(=O)N2CCCc3ccc(F)cc32)c2ccccc2c1=O	1
CCCCC(CC)C(=O)Nc1c(F)c(F)c(F)c(F)c1F (centres undefined)	3
CCN(CC)Cc1ccc(C(=O)O)o1	-9
CC(NC(=O)c1ccc(Cl)o1)c1nc(-c2ccc(F)cc2)no1 (centres undefined)	1
CCOc1cc(/C=C/C(=O)c2ccc(Cl)c(Cl)c2)ccc1O	2
Cc1cc(C)c2oc(C(=O)Nc3cccc(Cl)c3)cc(=O)c2c1	1
Cc1cc(NC(=O)C(=O)c2c[nH]c3ccccc23)no1	9
O=C(Nc1ccc(Cl)cc1)C(=O)Nc1cccc(S(=O)(=O)NC2=NCCC2)c1	8
CNC(=O)NC(=O)CN(C)C(C)C1CC1 (centres undefined)	-8
COc1cc(C2C3=C(CCCC3=O)OC3=C2C(=O)CCC3)ccc1OCc1ccc(C(=O)O)cc1	3
CC1=C(C(=O)N2CCCCCC2)CC(CC(=O)NCCCCc2ccccc2)C(=O)N1CCC1=CCCCC1 (centres undefined)	7
O=C(CCc1cccnc1)NCC1CC1	-6
Cc1nccc(-c2cccc(NC(=O)c3cccc[n+]3[O-])c2)n1	-2
COc1ccc(NC(=O)C2c3ccccc3Oc3ccccc32)cc1F	-2
O=C(CSc1ncnc2nc[nH]c12)Nc1ccc(F)cc1	-4
CC(C)C(CC(=O)O)c1ccc(Cl)cc1 (centres undefined)	-9
C=CCn1cnnc1SCC(=O)c1c[nH]c2ccccc12	8
Cc1ccc(C(=O)CSc2nc3ccccc3o2)c(C)c1	2
COC(=O)c1ccc2nc(-c3ccc(F)cc3)c(Cc3ccccc3OC)n2c1	-2
CN(C)C(=O)/C=C/c1ccc(-c2ccccc2F)o1	10
Cc1n[nH]c(=O)nc1SCC(=O)Nc1ccc(C(=O)OC(C)C)cc1	-3
CCOC(=O)c1cc2cc(F)ccc2[nH]1	-12
COC(=O)CCCNC(=O)c1ccc(C(F)(F)F)cc1	-2
Cn1cccc1Cc1nnc(SCC(=O)Nc2ccc(F)cc2F)n1C	-1
Cc1ccc2c(c1)NC(=O)C2(O)C(F)(F)F (centres undefined)	1

Retrieved one by one from the list above (4):
SMILES	LDHA inh
CCOC(=O)c1c(NC(=O)C(C)C)sc(Cc2ccc3c(c2)OCO3)c1C	4
CC(C)(C)c1ccc(C(CC(=O)O)NC(=O)Cc2ccc(F)cc2)cc1 (centres undefined)	-7
N#Cc1cccnc1NCc1cccc(NC(=O)c2ccncc2)c1	8
Clc1cccc(N/N=C/C(Br)=C/c2ccccc2)c1	7
